Screening data deposited in PubChem by National Center for Advancing Translational Sciences (NCATS).
L3MBTL1 block: L3MBTL1 (human) inhibition. Q9Y468. AlphaScreen L3MBTL1–H3K9me1 peptide binding. Potency, µM (titrated, usually from 57.1 µM), without a hit: at the highest dose activity, negative = inhibition, hits mostly inhibitors. 230,000 tested, 0.66% active; active = well fitted inhibition curve with a large enough effect; inconclusive = small, poorly fitted or top-dose-only effect; inactive = no such curve, though single readings can be large or run the other way; also: nearly all actives have a fitted effect of over 60% in size
Target sequence (Q9Y468 whole entry, looked up): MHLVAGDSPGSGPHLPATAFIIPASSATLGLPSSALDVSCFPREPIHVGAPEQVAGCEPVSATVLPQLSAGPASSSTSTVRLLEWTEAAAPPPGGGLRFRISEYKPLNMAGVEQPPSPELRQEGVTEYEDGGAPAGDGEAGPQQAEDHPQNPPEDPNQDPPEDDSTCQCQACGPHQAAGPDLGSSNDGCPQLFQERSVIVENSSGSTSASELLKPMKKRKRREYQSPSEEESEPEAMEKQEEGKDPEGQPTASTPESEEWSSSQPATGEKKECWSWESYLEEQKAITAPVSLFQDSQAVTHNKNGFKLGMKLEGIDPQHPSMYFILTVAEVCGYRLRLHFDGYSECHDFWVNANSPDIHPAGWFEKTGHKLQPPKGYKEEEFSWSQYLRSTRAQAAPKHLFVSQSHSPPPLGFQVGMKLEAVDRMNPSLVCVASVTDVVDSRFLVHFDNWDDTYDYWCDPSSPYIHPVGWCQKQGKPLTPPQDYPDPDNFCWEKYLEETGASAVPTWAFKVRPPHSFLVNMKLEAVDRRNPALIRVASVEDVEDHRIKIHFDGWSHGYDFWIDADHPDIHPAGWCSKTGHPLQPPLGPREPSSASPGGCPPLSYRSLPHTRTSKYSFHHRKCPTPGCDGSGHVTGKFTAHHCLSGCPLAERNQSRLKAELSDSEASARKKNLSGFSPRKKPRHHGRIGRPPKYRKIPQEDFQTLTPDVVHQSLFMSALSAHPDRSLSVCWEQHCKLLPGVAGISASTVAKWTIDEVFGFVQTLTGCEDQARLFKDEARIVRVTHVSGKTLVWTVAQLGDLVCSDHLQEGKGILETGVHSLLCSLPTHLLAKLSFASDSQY
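L3MBTL1 50 nM + b-AHA-H3(1-15)K9me1 75 nM, 30 min RT; compound added, 30 min RT; streptavidin donor/Ni-chelate acceptor beads 10 ug/mL each final, 30 min RT dark; AlphaScreen read.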
* hit, by the source's call; ? = inconclusive; [ ] = dose if it differs, or a comment. % is scaled to controls: 0 for no effect and ±100 for the full control effect; potency is read from the fitted curve at half-maximal effect.

Start of the listing, in advance:
SMILES	L3MBTL1 block
CN1C(=O)N(CC(=O)N2CCN(S(=O)(=O)Cc3ccccc3)CC2)C(=O)C12CCCCC2	2.2%
CC(=O)Nc1ccc(S(=O)(=O)Nc2nc(C)nc3sc(C)c(C)c23)cc1	0.4%
NC(=O)c1ccsc1NC(=O)CSc1nncs1	-17.9%
CN(CC(=O)Nc1ccc(Cl)c(C(F)(F)F)c1)C(=O)c1ccc(OCC2CCCO2)cc1 (stereo unspecified)	1.3%

The listing, previewed entries included:
SMILES	L3MBTL1 block
CN1C(=O)N(CC(=O)N2CCN(S(=O)(=O)Cc3ccccc3)CC2)C(=O)C12CCCCC2	2.2%
CC(=O)Nc1ccc(S(=O)(=O)Nc2nc(C)nc3sc(C)c(C)c23)cc1	0.4%
NC(=O)c1ccsc1NC(=O)CSc1nncs1	-17.9%
CN(CC(=O)Nc1ccc(Cl)c(C(F)(F)F)c1)C(=O)c1ccc(OCC2CCCO2)cc1 (stereo unspecified)	1.3%
CCOC(=O)[C@@H]1[C@H]2COc3ccccc3[C@H]2N2C(=O)N(c3cccc(Cl)c3)C(=O)[C@]12C	-3.3%
C[C@H](CO)N1C[C@H](C)[C@@H](CN(C)CC2CCCCC2)Oc2c(NC(=O)C3CC3)cccc2C1=O	3.2%
CN(C)c1ccc(NC(=O)COC(=O)CNC(=O)c2cccs2)cc1	-17.4%
CC1(c2ccc(Cl)cc2Cl)NC(=O)N(CC(=O)N2CCN(C(=O)c3ccco3)CC2)C1=O (stereo unspecified)	2.5%
O=C(OCC(=O)N1CCc2ccccc2C1)c1ccc(F)cc1Cl	1.5%
O=C(COC(=O)c1cc[n+]([O-])cc1)Nc1cccc(F)c1	-0.2%
CC(C)CCNC(=O)c1onc(CSc2ccc(F)cc2)c1C(=O)NCCC(C)C	48.2%[activator]
Cc1cc(C)cc(C(=O)OCC(=O)Nc2ncccn2)c1	-6.4%
O=C(Cc1ccc(S(=O)(=O)N2CCOCC2)s1)N1CCN(S(=O)(=O)c2ccc(Cl)cc2)CC1	-7.5%
COC(=O)[C@]1(C)N[C@H](CN(C)S(=O)(=O)c2ccc(F)cc2)[C@@H]2C(=O)N(Cc3ccccc3)C(=O)[C@@H]21	6.0%
C=CC[C@@H](CC(=O)NCCO)C(=O)N[C@@H](C)COC(=O)[C@H](CC=C)CC(=O)OC(C)(C)C	-5.2%
O=C1C=C(/C=C/C2C=CC=CC2)C[C@@H](c2ccc(Cl)cc2)C1 (stereo partly specified)	-9.4%
COc1ccc(Cc2nnc(SCC(=O)N(c3ccccc3)C(C)C)n(N)c2=O)cc1	1.7%
CCN(CC)S(=O)(=O)c1ccc(N2CCOCC2)c(NC(=O)COc2ccc(OC)cc2)c1	4.4%
O=[N+]([O-])c1ccc(F)cc1OCc1cccc(S(=O)(=O)N2CCOCC2)c1	-5.6%
O=C(COC(=O)C1CCCC1)Nc1ncc(Cl)cc1Cl	?
O=S(=O)(c1ccc(OCc2ccc(Br)cc2)cc1)N1CCOCC1	-2.2%
COc1cc2c(cc1OC)CN(C(=O)CN1C(=O)NC3(CCC(C)CC3)C1=O)CC2 (stereo unspecified)	-2.0%
CC(CNC(=O)CN1C(=O)C(=O)N(C2CCCC2)C1=O)c1ccccc1 (stereo unspecified)	0.3%
CC(C)(C)OC(=O)C[C@@H]1C/C=C\C[C@@H](CC(=O)N[C@H](CO)Cc2ccccc2)C(=O)NC[C@H](c2ccccc2)OC1=O	14.7%
O=C(OCC(=O)N1CCCC1=O)c1nc(Cl)ccc1Cl	0.6%
Further results.
SMILES	L3MBTL1 block
O=C(c1ccc(Cl)c(S(=O)(=O)N2CCCC2)c1)N1CCCC(C(F)(F)F)C1 (stereo unspecified)	5.1%
CC1(C)C(=O)NC(=O)N1Cc1ccccc1	-7.9%
O=C(NCc1ccccn1)c1cccc(S(=O)(=O)NCc2ccccc2)c1	-3.8%
Cc1[nH]c2ccccc2c1C(=O)CSc1nnc(C2CC2)o1	-2.0%
CC(=O)Nc1ccc(C(=O)CN2C(=O)NC3(CCOc4ccccc43)C2=O)c(F)c1 (stereo unspecified)	-3.6%
COc1ccc(OC)c(-c2nnc3n2N=C(c2ccc(OC)c(OC4CCCC4)c2)CS3)c1	-21.8%
Cc1cc(C(=O)COC(=O)c2ccccc2O)c(C)n1CC1CCCO1 (stereo unspecified)	-11.3%
CC(=O)c1cc(F)ccc1OCC(=O)Nc1ccc2c(c1)OCO2	-4.7%
CC1CCN(S(=O)(=O)c2cc(C(=O)NC3(C)CCS(=O)(=O)C3)ccc2Br)CC1 (stereo unspecified)	-0.6%
O=C(CNC(=O)c1cccc(-n2cnnn2)c1)Nc1ccc(F)c(F)c1	-0.1%
C#CCOCCOCCOCCNc1nc(N2CCN(C(=O)CCCCCCCCCCNC(=O)[C@@H](CCSC)n3cc(CCO)nn3)CC2)nc(N2CCN(C(=O)CCCCCCCCCCNC(=O)[C@H](CCC(=O)O)n3cc(CCCCCN)nn3)CC2)n1	-3.0%
CC1CCN(C(=O)COC(=O)c2ccc3ccccc3n2)CC1	2.1%
COC(=O)[C@H](CC(C)C)NS(=O)(=O)N[C@@H](CC(C)C)C(=O)OC	5.1%
CCN(CC(=O)Nc1ccccc1OC)Cc1csc(CC(=O)Nc2ccc(C)cc2)n1	-9.9%
CN(C)CCCNC(=S)N(CCN(C)C)Cc1cc2cc3c(cc2[nH]c1=O)OCCO3	1.3%
COCCCNC(=O)C[C@H]1C[C@H](C(=O)N2CCCCC2)[C@@]2(CCc3ccccc3)c3[nH]c4cc(-c5ccco5)ccc4c3CCN2C1=O	-14.2%
O=C(c1cccs1)N1CCN(c2nc3c(F)cc(F)cc3s2)CC1	5.8%
COc1ccc(CCN2CC(C(=O)Nc3cc(S(C)(=O)=O)ccc3Cl)CC2=O)cc1OC (stereo unspecified)	-2.2%
CN1C(=O)[C@H]2[C@@H](/C=C/c3ccccc3)N3C(=O)CN(Cc4ccc(-c5ccccc5)cc4)C(=O)[C@@]3(C)[C@H]2C1=O	-1.8%
CCN(CC)S(=O)(=O)c1cc(NC(=S)NC(=O)C2CCCC2)ccc1C	-3.5%
CC(OC(=O)Cc1c(F)cccc1Cl)C(=O)NC1CCCCC1C (stereo unspecified)	1.0%
CCn1cc(-c2ccccc2)c(C(=O)O)c1-c1ccc(OC)cc1	-1.2%
C=CC[C@@H](CC(=O)N[C@@H](CO)Cc1ccccc1)C(=O)NCCOC(=O)[C@@H](CC=C)Cc1ccc(F)cc1	-3.1%
Cc1cccn2c(=O)nc(SCC(=O)N3N=C(c4cccs4)CC3c3ccc(F)cc3)nc12 (stereo unspecified)	-3.2%
COc1ccc(C(=O)N(C)Cc2cnn(Cc3ccccc3)c2)cc1S(=O)(=O)N1CCOCC1	1.2%

Four structures out of the list, sorted by molecular weight, falling:
SMILES	L3MBTL1 block
COc1ccc(C(=O)N(C)Cc2cnn(Cc3ccccc3)c2)cc1S(=O)(=O)N1CCOCC1	1.2%
O=C(CNC(=O)c1cccc(-n2cnnn2)c1)Nc1ccc(F)c(F)c1	-0.1%
CC(OC(=O)Cc1c(F)cccc1Cl)C(=O)NC1CCCCC1C (stereo unspecified)	1.0%
COC(=O)[C@H](CC(C)C)NS(=O)(=O)N[C@@H](CC(C)C)C(=O)OC	5.1%

(further entries)
SMILES	L3MBTL1 block
CC(C)N(C(=O)[C@H]1C[C@H](CC(=O)NCCN2CCOCC2)C(=O)N2CCc3c([nH]c4cc(CCC(=O)N(C)C)ccc34)[C@]12C)C(C)C	8.6%
O=C(CCc1nc2ccccc2c(=O)[nH]1)Nc1cccc(S(=O)(=O)N2CCOCC2)c1	1.5%
Cc1ccc(S(=O)(=O)N2CCCCC2)cc1NC(=O)c1cc(F)c(F)c(F)c1F	9.4%
Cc1ccc(OCCC(=O)OCC(=O)NNC(=O)c2ccccc2)cc1	-5.8%
O=C(NCC(=O)N1CCN(S(=O)(=O)c2ccccc2F)CC1)c1ccc2ccccc2c1	-2.1%
O=C(c1ccco1)N1CCN(C(=O)c2ccccc2OCc2ccc(Cl)cc2)CC1	-5.1%
CCOc1cc2c(cc1OCC)CN(C(=O)c1cccc(S(=O)(=O)N3CCCC3)c1)CC2	-4.7%
O=C(NCC(=O)N1CCCCCCC1)c1ccccc1Cl	6.8%
COc1ccccc1CNC(=O)C(Cc1ccccc1)NC(=O)c1ccccc1 (stereo unspecified)	-3.5%
Cc1csc(SCC(=O)N(c2ccccc2)C(C)C)n1	5.1%
O=C(COc1cccc(Br)c1)Nc1ccc(Cl)c(S(=O)(=O)N2CCOCC2)c1	-9.8%
COc1ccc(Br)cc1CN(C)C(=O)c1ccccc1OCc1c(C)noc1C	2.7%
CCCCn1c(N)c(N(CCOC)C(=O)CSCc2ccc(Cl)c(Cl)c2)c(=O)[nH]c1=O	2.6%
Cc1ccc(C)c(OCCC(=O)Nc2ccc(S(=O)(=O)N3CCCC3)cc2)c1	-2.5%
O=C(NCCS(=O)(=O)NCCc1ccccc1)c1ccc2c(c1)OCO2	2.2%
COCCOc1ccc(C(F)(F)F)cc1NC(=O)CN1C(=O)NC2(CCc3ccccc32)C1=O (stereo unspecified)	4.2%
O=C(CNC(=O)c1ccco1)Nc1ccc(F)c(Cl)c1	-0.4%
CCOC(=O)c1ccc(S(=O)(=O)N2CCN(C(=O)C3CSC4(C)CCC(=O)N34)CC2)cc1 (stereo unspecified)	-2.1%
Cc1cccc(Nc2nnc(SCC(=O)c3c(N)n(C4CC4)c(=O)[nH]c3=O)s2)c1	17.3%
O=C(COC(=O)C1CCN(c2ccc(C(F)(F)F)cn2)CC1)NCc1ccccc1	4.8%
Cc1nn(Cc2ccccc2)c(C)c1C(=O)NCC(c1cccs1)N1CCOCC1 (stereo unspecified)	1.7%
CC(OC(=O)CNC(=O)c1ccco1)C(=O)Nc1ccc(Cl)cn1 (stereo unspecified)	4.1%
CC(=O)C1=C(O)C(=O)N(c2ccccn2)C1c1ccc(Cl)cc1 (stereo unspecified)	-4.1%
O=C(COC(=O)c1cc(Cl)ccc1O)NCCC1=CCCCC1	-9.2%
CC(C)C[C@@]12C(=O)N(c3cccc(Cl)c3)C(=O)N1[C@H](c1ccc(F)cc1)[C@@H]1C(=O)N(C3CCCCC3)C(=O)[C@@H]12	2.8%
Next results:
SMILES	L3MBTL1 block
CC(C)Oc1ccc(S(=O)(=O)N2CCOCC2)cc1NC(=O)Cc1c(F)cccc1Cl	-6.8%
Cc1cc(C(=O)N2CCN(S(=O)(=O)c3ccc(C)c(C)c3)CC2)no1	5.6%
CC(OC(=O)CCCN=C1NS(=O)(=O)c2ccccc21)C(=O)Nc1ccccc1F (stereo unspecified)	0.9%
Nc1ncnc2c1ncn2[C@@H]1O[C@H](CNS(=O)(=O)C2CC2)[C@@H](O)[C@H]1O	1.0%
COc1cc(Br)cc2cc(C(=O)N3CCOCC3)c(=O)oc12	14.5%
O=C(COC(=O)Cc1ccc(F)cc1)NC1CCCCC1	4.7%
CCN1C(=O)C(=O)N(CC(=O)Nc2cc(C)ccc2C)C1=O	1.5%
Cc1cnc(C(=O)OCC(=O)Nc2cccc(S(=O)(=O)N3CCOCC3)c2)cn1	5.4%
CN(CC(=O)Nc1ccc(F)c(F)c1F)C(=O)CC1OC(=O)c2ccccc21 (stereo unspecified)	-0.1%
CC1(C)Cc2cccc(OCC(=O)OCC(=O)Nc3ccc(C(N)=O)cc3)c2O1	-4.4%
Cc1nn(-c2ccc(C(=O)N3CCN(S(=O)(=O)c4ccccc4C(F)(F)F)CC3)cc2)c(C)c1Cl	-4.7%
CCCCn1c(N)c(N(CCOC)C(=O)CSCC(=O)Nc2cccc(C)c2)c(=O)[nH]c1=O	-0.7%
Cc1ccccc1C(=O)Nc1cc(S(=O)(=O)N2CCOCC2)ccc1N1CCN(C)CC1	-5.0%
Cc1ccc(S(=O)(=O)NCC(=O)OCCOc2ccc(Br)cc2)cc1	3.4%
CCN1C(=O)[C@@H]2[C@@H](c3ccc(-c4ccc(F)cc4)cc3)N3CCC[C@@]3(C(=O)OC)[C@@H]2C1=O	-5.4%
COC(=O)c1cc(C(=O)OCC(=O)NCc2cccs2)cc([N+](=O)[O-])c1	3.5%
Cc1cccc(C(=O)OCC(=O)N(CC(C)C)c2c(N)n(Cc3ccccc3)c(=O)[nH]c2=O)c1O	4.4%
Cc1ccc(C)c(SCC(=O)NC2CCS(=O)(=O)C2)c1 (stereo unspecified)	6.8%
Cn1c2c(c(=O)c3ccccc31)CCCC2	6.6%
COc1ccc(N2CCN(S(=O)(=O)CCNC(=O)c3ccco3)CC2)cc1	-10.8%
COc1ccc(C(=O)Nc2cc3c4c(c2)CC(=O)N4CCC3)cc1	-7.8%
c1ccc(NC2=NCCN2CC2CCCCCC2)cc1	4.1%
COc1cccc(N2CCN(CC(=O)Nc3ccc(S(=O)(=O)N4CCCCCC4)cc3)CC2)c1	-11.8%
Cc1c(Cl)cccc1NC(=O)CNC(=O)Cc1n[nH]c(=O)c2ccccc12	3.7%
COc1ccccc1NC(=O)COC(=O)CCC1CCCC1	27.5%
CCc1ccc(OCC(=O)OCC(=O)NC2CCCC(C)C2C)cc1 (stereo unspecified)	5.2%
CC(=O)CSc1ccc(S(=O)(=O)N2CCN(C)CC2)cn1	-1.5%
Cc1cc(=O)oc2cc(OCC(=O)N3CCN(c4ccccc4)CC3)ccc12	-1.0%
COC(=O)c1ccccc1S(=O)(=O)NNC(=O)c1nn(C)c(=O)c2ccccc12	6.4%
O=C(Nc1ncccc1O)c1ccc(NS(=O)(=O)c2ccc3[nH]c(=O)[nH]c3c2)cc1	-9.3%

Not a retest: an excerpt of the list.
SMILES	L3MBTL1 block
COc1cc2c(cc1OC)CN(C(=O)CN1C(=O)NC3(CCC(C)CC3)C1=O)CC2 (stereo unspecified)	-2.0%
CC(CNC(=O)CN1C(=O)C(=O)N(C2CCCC2)C1=O)c1ccccc1 (stereo unspecified)	0.3%
CC(C)(C)OC(=O)C[C@@H]1C/C=C\C[C@@H](CC(=O)N[C@H](CO)Cc2ccccc2)C(=O)NC[C@H](c2ccccc2)OC1=O	14.7%
O=C(OCC(=O)N1CCCC1=O)c1nc(Cl)ccc1Cl	0.6%

Not all compounds are listed. The share of hits here may be higher or lower than overall.
